Rad51 HR inh: human RAD51 strand exchange inhibitors, primary screen, biochemical, fluorescence | actives 0.085% (n = 200,000) | inhibition, % at 10 µM | hRad51 DNA strand exchange, fluorescence dequenching;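 active = inhibition above 40% at the single screening dose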;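 note: 0% = DMSO control wells and 100% = blanks with heterologous ssDNA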
Target sequence (Q06609 whole entry, looked up): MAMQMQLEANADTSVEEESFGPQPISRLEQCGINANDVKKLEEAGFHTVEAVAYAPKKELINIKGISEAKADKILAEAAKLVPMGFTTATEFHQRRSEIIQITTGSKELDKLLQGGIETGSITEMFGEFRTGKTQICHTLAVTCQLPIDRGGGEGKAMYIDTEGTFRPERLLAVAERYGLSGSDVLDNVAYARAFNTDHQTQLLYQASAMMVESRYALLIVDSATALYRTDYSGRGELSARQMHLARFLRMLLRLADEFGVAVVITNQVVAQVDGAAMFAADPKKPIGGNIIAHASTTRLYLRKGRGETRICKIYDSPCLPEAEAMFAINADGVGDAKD
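Material: Human Rad51 nucleoprotein filaments preassembled on unlabelled ssDNA | Also added: Labelled 47-mer dsDNA for strand exchange | Dosing: Single dose, 10 µM final compound | Schedule: 30-min compound preincubation and 15-min exchange, both room temperature | Technique: Fluorescence dequenching at 485/520 nm | Measure: Percent inhibition relative to plate controls and blanks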
NCF1 inh: p47phox/p22phox peptide binding inhibitors, primary screen, biochemical, uHTS, NADPH oxidase regulatory subunit; actives 0.53% (n = 220,000); fluorescence polarization, 2 h; Neutrophil cytosol factor 1 (Homo sapiens), P14598; inhibition, % at 24.7 µM; AID 1274, 2008;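 note: 0% = p47phox with labelled peptide and 100% = labelled peptide alone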
14-3-3 Bad PPI: inhibitors of 14-3-3 zeta/Bad binding, primary screen, biochemical, TR-FRET, bovine 14-3-3 zeta. 14-3-3 protein zeta/delta (Bos taurus), P63103. TR-FRET 14-3-3zeta/Dy647-pBad peptide displacement, 1 h. inhibition, % at 21.7 µM. actives 0.71% (n = 220,000);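 active = inhibition above about 70%, limit read from the data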;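 note: 0% = full 14-3-3 plus peptide FRET controls and 100% = background without 14-3-3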
Target sequence (P63103 whole entry, looked up): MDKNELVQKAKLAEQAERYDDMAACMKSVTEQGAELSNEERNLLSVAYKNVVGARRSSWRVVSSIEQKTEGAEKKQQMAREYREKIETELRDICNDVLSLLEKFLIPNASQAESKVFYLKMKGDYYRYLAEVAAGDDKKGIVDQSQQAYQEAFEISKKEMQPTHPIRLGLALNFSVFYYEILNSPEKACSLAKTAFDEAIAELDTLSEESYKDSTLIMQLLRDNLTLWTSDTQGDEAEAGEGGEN
Furin inhibitor: human furin inhibitors, primary screen, biochemical, fluorescence intensity; inhibition, % at 30 µM; purified furin, fluorogenic substrate cleavage; actives 0.061% (n = 220,000); in the data active = inhibition above about 25%; note: inactives centre near -15
EBV gp42 inh: Epstein-Barr virus gp42 inhibitors, primary screen, biochemical, uHTS, fluorescence polarization | AID 1085, 2008 | actives 0.42% (n = 220,000) | inhibition, % (tested at 21.74 µM) | Fluorescence polarization binding assay, mP read-out | Glycoprotein 42 (Epstein-Barr virus (strain AG876)), Q1HVG2; in the data active = inhibition above about 50%
Target sequence (Q1HVG2 whole entry, looked up): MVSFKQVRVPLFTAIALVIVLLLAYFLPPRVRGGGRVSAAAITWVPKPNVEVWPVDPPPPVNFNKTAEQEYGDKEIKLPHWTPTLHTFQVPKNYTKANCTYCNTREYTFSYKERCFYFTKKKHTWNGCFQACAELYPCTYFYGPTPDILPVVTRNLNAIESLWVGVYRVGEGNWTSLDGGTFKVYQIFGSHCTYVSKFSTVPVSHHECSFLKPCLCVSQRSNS
KCC2 mod: KCC2 cotransporter modulators, thallium flux, primary screen, cell-based, HEK293 KCC2, FluoZin-2 fluorescence, MLSMR. Solute carrier family 12 member 5 (Homo sapiens), Q9H2X9. KCC2 cells, thallium flux FluoZin-2 fluorescence. B-score of Tl+ flux slope (higher = more flux/activation; lower = inhibition) at 10 µM. actives 2.2% (n = 190,000). AID 1456, 2008;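 active = thallium flux slope and its plate-corrected score both differing from the plate sample mean at a set confidence after two filtering rounds, in either direction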;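 note: slope of fluorescence scaled to starting intensity during 10 to 20 s after thallium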
Thrombin inh: human alpha-thrombin inhibitors, primary screen, counter-screen for coagulation protease inhibitor project, biochemical, 1536-well, fluorogenic AMC substrate; Boc-VPR-AMC fluorogenic substrate cleavage; actives 0.26% (n = 220,000); AID 1046, 2008; Prothrombin (Homo sapiens), P00734; inhibition, % at 5 µM;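 active = inhibition at or above 40%; inactive = inhibition below 40%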;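 note: 0% = enzyme with no compound and 100% = wells without enzyme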
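System: Human alpha-thrombin protein | Medium: pH 7.5 Tris (50 mM) with NaCl 150 mM, Tween 20 0.05% | Times: Enzyme reaction carried out at room temperature | Detection: AMC fluorescence, 355/460 nm | Evaluation: Percent inhibition scaled between no-compound controls and no-enzyme blanks | Benchmarks: Enzyme without compound as high, wells lacking enzyme as low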
hK5 inh: human KLK5 protease inhibitors, primary screen, biochemical, 1536-well; Kallikrein-5 (Homo sapiens), Q9Y337; recombinant hK5, fluorogenic AMC substrate cleavage; inhibition, % at 5 µM; actives 0.59% (n = 210,000); AID 873, 2007;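 active = inhibition of 40% or more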;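 note: 0% = enzyme controls without compound and 100% = no-enzyme blanks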
Target sequence (Q9Y337 67-293 limits assumed): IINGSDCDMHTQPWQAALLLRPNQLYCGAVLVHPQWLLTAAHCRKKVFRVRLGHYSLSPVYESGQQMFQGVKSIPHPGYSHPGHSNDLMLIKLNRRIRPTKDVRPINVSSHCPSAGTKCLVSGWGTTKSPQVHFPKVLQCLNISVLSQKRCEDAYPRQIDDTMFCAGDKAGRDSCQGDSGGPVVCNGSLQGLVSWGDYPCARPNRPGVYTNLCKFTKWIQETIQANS
eIF4E 4G PPI: eIF4E–eIF4G protein interaction inhibitors, primary screen, biochemical, uHTS, TR-FRET, eIF4GI fragment; Eukaryotic translation initiation factor 4E (Mus musculus) + Eukaryotic translation …; TR-FRET eIF4E-eIF4GI(517-606) binding, 2 h; inhibition, % at 21.7 µM; actives 0.37% (n = 220,000);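 note: 0% = full FRET control wells and 100% = background wells lacking eIF4GI fragment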
Starred values were filed as active, the others as inactive; . = no result given; [ ] = another dose, or the depositor's remark.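 Rule for the calls, unless noted: active = inhibition above about 30% (limit read from the data); inactive = the rest.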

1	CCN(CC)c1ccc([N+](=O)[O-])cc1/C=N/NC(=O)CC#N
2	Cc1ccc(-c2ccc(=O)n(CC(=O)NCCCN3CCCCC3)n2)cc1
3	O=[N+]([O-])c1ccc(-c2cnc(SC(c3ccccc3)c3ccccc3)[nH]2)cc1
4	COC(=O)C/C=C/[C@@H](C)[C@@H](/C=N/O[C@@H](C)c1cn([C@H](CO)Cc2ccccc2)nn1)NS(=O)(=O)c1ccc(C)cc1
5	O=C(Nn1c(SCc2ccc(F)cc2)nc2ccsc2c1=O)c1ccccc1
6	COCCNC(=O)C(c1ccncc1)N(C(=O)c1sc(C)nc1C)c1cccc(C)c1 (stereo not drawn)
7	Cc1ccc(C(=O)N/N=C/C=C/c2ccccc2)o1
8	Cc1ccc(CNC(=O)C(=O)NCC2OCCN2C(=O)c2ccc3c(c2)OCO3)cc1 (stereo not drawn)
assay / compound	1	2	3	4	5	6	7	8
Rad51 HR inh	-31	3	-17	.	-14	-18	0	.
NCF1 inh	-7	-6	-56	3	0	1	5	.
14-3-3 Bad PPI	-6	9	6	1[fluorescence artefact?]	16	-9	1	0
Furin inhibitor	-22	-18	-5	-13	-23	-22	13	-23
EBV gp42 inh	-8	-2	-44	-7	11	10	6	-9
KCC2 mod	-0.42	.	0.26	-4.1	-0.067	.	-1.1	0.26
Thrombin inh	4	0	-13	26	-4	6	-1	-1
hK5 inh	-4	4	-7	8	-13	2	-18	3
eIF4E 4G PPI	2	-6	-3	-5	24	2	-2	-2

Entries by screen from the entries so far.
Nos. 1–8 in eIF4E 4G PPI read 2, -6, -3, -5, 24, 2, -2, -2
Nos. 1–8 in EBV gp42 inh read -8, -2, -44, -7, 11, 10, 6, -9
Nos. 1–8 in 14-3-3 Bad PPI read -6, 9, 6, 1[fluorescence artefact?], 16, -9, 1, 0

New compounds follow
9	COC(=O)c1ccccc1NC(=O)CN(C)S(=O)(=O)c1ccc(OC)cc1
10	COc1ccc(C(=O)N=c2sccn2C)cc1
11	CCOC(=O)c1sc(NC(=O)c2ccc(S(=O)(=O)N3CCOCC3)cc2)nc1-c1ccccc1
12	CCCCN(C(=O)NC(=O)Nc1cccc(C)c1C)S(C)(=O)=O
13	COCCNC(=O)/C=C/c1c(Cl)cccc1Cl
14	CCCC(=O)Nc1cccc2c1CCCC2
15	CC(=O)Oc1ccccc1N(C(C)=O)S(=O)(=O)c1ccc2ccccc2c1
16	CC(C)(C)c1ccc(NC(=O)c2ccsc2)cc1
assay / compound	9	10	11	12	13	14	15	16
Rad51 HR inh	1	2	4	7	30	-4	22	20
NCF1 inh	-8	-3	-16	-5	-4	0	-12	0
14-3-3 Bad PPI	-14	7	-37[fluorescence artefact?]	-8	8	-7	-13	-1
Furin inhibitor	-8[20 µM]	-5	-20	-19	9	-35	-24	-18
EBV gp42 inh	-15	-15	-14	-21	0	-9	-22	-12
KCC2 mod	-0.82	-0.012	-2.9	.	2	-1.2	-0.38	-0.54
Thrombin inh	1	-15	-7	6	-1	3	-17	1
hK5 inh	-3	0	6	-10	1	2	2	-10
eIF4E 4G PPI	-6	0	3	-3[fluorescence artefact?]	-3[fluorescence artefact?]	-5	4	-1

17	COc1ccc(CNC(=O)CSc2nnc3nc(C)cc(C)n23)cc1OC
18	Cn1c(=O)n(Cc2ccccc2F)c(=O)c2c1nc1n2CCN1Cc1ccco1
19	O=c1c(Cc2ccc(F)cc2)c(O)ccn1CCc1cnc[nH]1
20	CC1(C)CC(NC(=S)Nc2ccc(S(N)(=O)=O)cc2)CC(C)(C)N1
21	COc1ccc(Cc2nc3ccc(S(=O)(=O)N4CCOCC4)cc3[nH]2)cc1OC
22	O=C(CN1C(=O)c2cccc3cccc1c23)N1CCN(Cc2ccc3c(c2)OCO3)CC1
23	O=C(NN1c2ccccc2CCc2ccccc21)c1ccccc1Br
24	CCOC(=O)N1CCC(N2C(=O)c3ccccc3C2Nc2ccc3c(c2)OCCO3)CC1 (stereo not drawn)
assay / compound	17	18	19	20	21	22	23	24
Rad51 HR inh	-3	7	-1	-1	.	-2	3	-2
NCF1 inh	-1	-7	-4	-9	-14	1	-10	-10
14-3-3 Bad PPI	0	-1	-13	-9	21[fluorescence artefact?]	-5[fluorescence artefact?]	7[fluorescence artefact?]	6
Furin inhibitor	-14	-18	-1	-26	-19[20 µM]	-14[20 µM]	-18[20 µM]	-19
EBV gp42 inh	7	-4	-5	-16	-16	-11	-25	-8
KCC2 mod	0.15	-0.84	-0.36	0.49	0.71	-0.86	-0.62	-0.62
Thrombin inh	-10	2	-3	-4	3	2	2	-7
hK5 inh	-7	-16	-10	-4	-11	-3	4	-20
eIF4E 4G PPI	0	0	4	-6	-9[fluorescence artefact?]	1[fluorescence artefact?]	1	2

Among those listed so far, 2 have a nitro group on carbon.
1	CCN(CC)c1ccc([N+](=O)[O-])cc1/C=N/NC(=O)CC#N
3	O=[N+]([O-])c1ccc(-c2cnc(SC(c3ccccc3)c3ccccc3)[nH]2)cc1
assay / compound	1	3
Rad51 HR inh	-31	-17
NCF1 inh	-7	-56
14-3-3 Bad PPI	-6	6
Furin inhibitor	-22	-5
EBV gp42 inh	-8	-44
KCC2 mod	-0.42	0.26
Thrombin inh	4	-13
hK5 inh	-4	-7
eIF4E 4G PPI	2	-3

Continued.
25	CCOC(=O)Nc1ccc(S(=O)(=O)Nc2cc(C)nc(C)n2)cc1
26	Cc1onc(-c2ccc(Cl)cc2Cl)c1C(=O)/C=C/N(C)C
27	O=C(CSc1nccc(-c2ccc(Br)cc2)n1)NCCc1ccccc1
28	NC(=O)c1cnn(-c2cc(Oc3ccccc3)ncn2)c1N
29	CCOCCCNC(=S)N1C2CCC1CC(NC(=O)NC1CCCCC1)C2 (stereo not drawn)
30	Cc1ccc(-c2c(C#N)c(N)nc3c2CCCCCC3)o1
31	O=C(C1CCN(Cc2ccc(F)cc2)CC1)N(CCO)Cc1ccccc1
32	COc1ccc(C(CCN2CCCC(C)C2)c2c(OC)cc(OC)c3c2OC(=O)CC3c2cc(OC)c(OC)c(OC)c2)cc1 (stereo not drawn)
assay / compound	25	26	27	28	29	30	31	32
Rad51 HR inh	3	7	-2	1	6	-3	-1	-3
NCF1 inh	-3	5	-23	-3	5	-1	-15	-7
14-3-3 Bad PPI	-1	-1	1	-6	-30	3	28[fluorescence artefact?]	4
Furin inhibitor	-3[20 µM]	-6	-4[20 µM]	-34	-23[20 µM]	-20	-20[20 µM]	-23
EBV gp42 inh	-22	-7	-18	-12	-19	-8	-12	-26
KCC2 mod	0.72	0.025	0.068	1.3	.	-0.34	-0.96	0.12
Thrombin inh	4	2	-3	-8	-10	-2	-1	2
hK5 inh	-7	7	-11	5	-28	-3	-2	2
eIF4E 4G PPI	10	7	-4[fluorescence artefact?]	-3	5	2	4	3

33	O=C(NC1CC1)C1CCN(c2ccc(S(=O)(=O)N3CCOCC3)cc2Cl)CC1
34	COc1ccc([C@@H]2C[C@@H](c3ccccc3)Oc3cc(OC)c(OC)c(OC)c32)cc1
35	COc1ccc(OCCn2c(NC(=O)c3ccco3)nc3ccccc32)cc1
36	Clc1ccc(CSc2nnc(/C=C/c3ccccc3)o2)cc1
37	Cc1ccc(S(=O)(=O)N2CCN(C(=O)c3cc(=O)[nH]c4ccccc34)CC2)c(C)c1
38	COc1ccc(NC(=O)CNCCC2=CCCCC2)cc1
39	CC1(C)Cc2c(c(=S)nc(-c3ccccc3)n2CCOCCO)CO1
40	CC(=O)N1CCN=C1SCc1ccccc1Cl
assay / compound	33	34	35	36	37	38	39	40
Rad51 HR inh	6	-3	1	0	2	-7	-4	5
NCF1 inh	-13	-1	-15	-7	-10	-7	1	2
14-3-3 Bad PPI	-8	0	-8	4	3[fluorescence artefact?]	-6	-3	-1
Furin inhibitor	-20	-28	-11	-24[20 µM]	-22[20 µM]	-1[20 µM]	4	-27
EBV gp42 inh	-4	-24	-5	-16	-10	-15	-14	-4
KCC2 mod	0.46	0.4	0.032	.	0.51	0.57	0.21	0.21
Thrombin inh	-3	2	-1	-1	-3	-6	-4	1
hK5 inh	-6	3	-115	-51	2	-16	1	-3
eIF4E 4G PPI	8	1	1	-4	3[fluorescence artefact?]	2	7	1

41	CC(=O)Nc1ccc2[nH]c(C)c(CC=C(Cl)Cl)c(=O)c2c1
42	Cc1ccccc1-c1noc(CCC(=O)NCc2ccco2)n1
43	CSc1ccc(Cl)c(C(=O)NCc2ccco2)c1
44	Cc1ccc(NC(=O)Cc2noc3ccccc23)nc1
45	Cc1cc(Nc2ccc3c(c2)OCCO3)c2cccc(C)c2n1
46	Clc1ccc(C=NC23CN4CN(CN(C4)C2)C3)cc1
47	CCC(=O)n1nc(-c2cccnc2)nc1NCc1ccc(OC)cc1
48	Cc1cccc(N2C(=O)C(Oc3ccc(Cl)cc3Cl)C2C(=O)O)c1C (stereo not drawn)
assay / compound	41	42	43	44	45	46	47	48
Rad51 HR inh	-7	.	3	.	9	2	3	6
NCF1 inh	-8	-6	-7	2	-1	-7	1	4
14-3-3 Bad PPI	14	-13	-3	0	-1	3	-3	1
Furin inhibitor	-4[20 µM]	-27	-23	-3	-6	-24	-4[20 µM]	-18
EBV gp42 inh	-8	-2	-18	-16	-11	-11	-5	-4
KCC2 mod	0.14	0.51	-0.53	0.081	0.04	1.5	.	-0.95
Thrombin inh	-1	-5	-3	-2	-7	5	100*	-10
hK5 inh	1	1	-12	-6	-15	-23	1	-7
eIF4E 4G PPI	5	-4	2	-1	-2	-8	16	1

Full records, quoted from the list.
CCC(=O)n1nc(-c2cccnc2)nc1NCc1ccc(OC)cc1 reads Rad51 HR inh = 3; NCF1 inh = 1; 14-3-3 Bad PPI = -3; Furin inhibitor = -4[20 µM]; EBV gp42 inh = -5; KCC2 mod = .; Thrombin inh = 100*; hK5 inh = 1; eIF4E 4G PPI = 16
Clc1ccc(C=NC23CN4CN(CN(C4)C2)C3)cc1 reads Rad51 HR inh = 2; NCF1 inh = -7; 14-3-3 Bad PPI = 3; Furin inhibitor = -24; EBV gp42 inh = -11; KCC2 mod = 1.5; Thrombin inh = 5; hK5 inh = -23; eIF4E 4G PPI = -8

The list goes on:
49	Cc1ccccc1Cn1cc(NC(=O)c2nn(C)cc2Cl)cn1
50	Cc1nc2ccccc2n1/N=C/c1ccc([N+](=O)[O-])s1
51	Cc1ccccc1C(=O)Nc1nnc(-c2ccc(C(C)(C)C)cc2)s1
52	N#Cc1nc(Cc2cccc3ccccc23)oc1NCCN1CCCCC1
assay / compound	49	50	51	52
Rad51 HR inh	2	-52	2	-4
NCF1 inh	-3	-6	-10	-3
14-3-3 Bad PPI	3[fluorescence artefact?]	25[fluorescence artefact?]	-4[fluorescence artefact?]	9[fluorescence artefact?]
Furin inhibitor	-13	-23	-13	-29
EBV gp42 inh	2	-20	-3	-9
KCC2 mod	-0.017	0.64	-0.65	-4.3*
Thrombin inh	-7	-1	-2	-7
hK5 inh	-13	-10	-5	1
eIF4E 4G PPI	21	-1[fluorescence artefact?]	-2	2

High-throughput results deposited in PubChem by several laboratories.

Compounds as they come. Share with any hit: about 4.7%.
